Screens: PubChem, The Scripps Research Institute Molecular Screening Center
ADAM17 inh: inhibits human ADAM17 | P78536 | recombinant ADAM17, EDANS/DABCYL FRET peptide cleavage | inhibition, % at 6.95 µM | 370,000 tested, 0.83% active | AID 720648;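 active = inhibition above the mean of compounds lying between control limits plus 3 SD, set per campaign, cut at about 8.5% in these data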;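 note: 0% = DMSO-only wells as the low control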
ADAM10 inh: ADAM10 inhibition, QFRET primary screen; recombinant ADAM10, EDANS/DABCYL FRET peptide cleavage, 3 h; 370,000 tested, 0.62% active; O14672; inhibition, % at 7 µM;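 active = inhibition above a per-campaign cutoff equal to the mean of compounds falling between control-based bounds plus 3 SD, cut at about 20% in these data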;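 note: 0% = DMSO wells while the 100% control is not disclosed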
Target sequence (O14672 214-748 limits assumed): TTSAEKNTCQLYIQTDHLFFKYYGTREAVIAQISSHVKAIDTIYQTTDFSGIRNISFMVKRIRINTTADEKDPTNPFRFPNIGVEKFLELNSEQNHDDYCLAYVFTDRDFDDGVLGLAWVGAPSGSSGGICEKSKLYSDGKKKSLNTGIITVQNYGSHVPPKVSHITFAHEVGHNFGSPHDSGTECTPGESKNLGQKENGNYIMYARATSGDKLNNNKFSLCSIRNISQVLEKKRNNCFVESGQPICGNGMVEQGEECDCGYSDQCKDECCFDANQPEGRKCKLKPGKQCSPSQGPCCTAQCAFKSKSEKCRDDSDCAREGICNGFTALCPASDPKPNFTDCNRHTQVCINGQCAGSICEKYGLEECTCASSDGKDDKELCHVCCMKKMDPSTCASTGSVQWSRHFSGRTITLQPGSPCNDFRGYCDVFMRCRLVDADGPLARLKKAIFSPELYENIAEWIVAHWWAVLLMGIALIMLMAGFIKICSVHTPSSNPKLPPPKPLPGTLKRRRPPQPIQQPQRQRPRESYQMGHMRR
TDP2 inh: TDP2 (human) inhibition, absorbance primary screen; O95551; recombinant TDP2, T5PNP hydrolysis, p-nitrophenol absorbance 415 nm; inhibition, % at 12.8 µM; 370,000 tested, 0.34% active;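 active = inhibition above the mean of all tested compounds plus 3 SD, set per campaign, cut at about 25% in these data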;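 note: 0% = DMSO with enzyme and 100% = buffer with substrate but no TDP2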
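Test system: Human TDP2 enzyme | Reagent: 5 mM T5PNP | Compound dosing: 12.8 µM single point, 1% DMSO | Incubation: Enzyme reaction with compound for 2 h at 37 °C | Technique: p-Nitrophenol epi absorbance | Read-out: % inhibition relative to enzyme-containing and enzyme-free wells | Benchmarks: High control without enzyme, low control DMSO plus TDP2 | Replicates: Singlicate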
KLK7 zymogen act: proKLK7 (human) activation, primary screen | activation, % at 7 µM | 370,000 tested, 0.9% active | P49862 | purified proKLK7, EDANS-DABCYL substrate fluorescence; 100% is mature enzyme control, 0% vehicle;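 active = activation above the mean of all tested compounds plus 3 SD, computed per campaign excluding outliers beyond control limits, cut at about 13% in these data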
Target sequence (P49862 whole entry, looked up): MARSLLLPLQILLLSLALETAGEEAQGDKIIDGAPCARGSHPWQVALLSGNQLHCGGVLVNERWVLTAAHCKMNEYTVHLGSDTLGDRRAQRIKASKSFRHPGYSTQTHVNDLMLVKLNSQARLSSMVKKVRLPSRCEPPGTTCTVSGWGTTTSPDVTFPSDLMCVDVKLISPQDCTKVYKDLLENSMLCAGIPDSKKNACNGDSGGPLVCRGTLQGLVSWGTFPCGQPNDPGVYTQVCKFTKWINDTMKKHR
DDE Tn6 FP inh: DD(E)-Tn6 binding inhibition, primary FP screen. Fibrin DD(E) TRITC-Tn6 fluorescence polarization displacement. inhibition, % at 8.3 µM. 370,000 tested, 0.21% active. AID 720509;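 active = inhibition above a per-campaign cutoff: mean of compounds within control limits plus 3 SD, cut at about 15% in these data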;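 note: 0% = median of all compound wells on the plate and 100% = blocking peptide control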
ARFGAP1 inhibitor: rat ARFGAP1 inhibition; Q62848; Arfgap1-stimulated ARF1 GTP hydrolysis, GDP FP detection; inhibition, % at 16.5 µM; 360,000 tested, 0.26% active;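 active = inhibition above a per-plate limit, mean inhibition of low control wells plus 3 SD, cut at about 25% in these data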;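 note: 0% = DMSO wells with enzyme and 100% = wells lacking Arfgap1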
Target sequence (Q62848 1-136 limits assumed): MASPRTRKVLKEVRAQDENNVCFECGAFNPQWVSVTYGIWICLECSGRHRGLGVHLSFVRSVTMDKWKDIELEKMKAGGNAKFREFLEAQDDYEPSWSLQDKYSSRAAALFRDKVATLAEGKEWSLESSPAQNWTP
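Material – truncated rat Arfgap1 GAP domain · Buffer or medium – HEPES-based buffer, pH 7.5 · Reagent – human ARF1(Δ1-17)-GTP substrate · Dosing – 16.5 µM single point, 1.26% DMSO · Schedule – GTP hydrolysis reaction 2 h at 25 °C · Technique – GDP detection by fluorescence polarization · Benchmarks – No-Arfgap1 wells (100%) versus DMSO full-reaction wells (0%) · Repeats – single replicate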
ASAP1 inh: blocks human ASAP1-stimulated Arf1 GTP hydrolysis. Q9ULH1. GDP FP detection. inhibition, % at 16.5 µM. 360,000 tested, 0.19% active; in the data active = inhibition above about 25%;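 note: 0% = vehicle with enzyme and substrate and 100% = no enzyme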
Tn7 DDE FP: inhibitors of Tn7 peptide binding to human fibrin DD(E); AID 720508; 370,000 tested, 0.13% active; inhibition, % at 8.3 µM; FP displacement of FITC-Tn7 peptide from fibrin DD(E); 0% = median of compound wells per plate; P02675;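 active = inhibition above the mean of compounds falling within the control limits plus 3 SD of them, cut at about 14% in these data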;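 note: 0% = plate median of compound wells and 100% = 10 µM Aha-Tn7 peptide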
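Test system: human clot-derived fibrin DD(E) complex / Quantity: 2 µM final DD(E) protein / Incubation: 10 min plus 3 h, room temperature / Measured by: fluorescence polarization / Benchmarks: high control of 10 µM Aha-Tn7 peptide / Replicates: singlicate testing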
PLC-gamma1 inh: blocks human PLC-gamma1 enzyme activity. 370,000 tested, 0.84% active. P19174. inhibition, % at 12.2 µM. purified PLC-gamma1, fluorogenic substrate, fluorescence; in the data active = inhibition above about 9.5%
LEDGF integ inh: blocks HIV-1 LEDGF/p75-dependent DNA integration; AID 743269; 370,000 tested, 0.64% active; inhibition, % at 3.7 µM; TR-FRET IN-LEDGF/p75 DNA integration, Eu/Cy5;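 active = inhibition above the screen-wide mean plus 3 SD, cut at about 13% in these data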;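 note: signal is the Cy5 over europium emission ratio at 671 and 618 nm; 0% = plate median of compound wells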
Starred values were filed as active, the others as inactive; i = inactive; / = no result given.

SMILES	ADAM17 inh	ADAM10 inh	TDP2 inh	KLK7 zymogen act	DDE Tn6 FP inh	ARFGAP1 inhibitor	ASAP1 inh	Tn7 DDE FP	PLC-gamma1 inh	LEDGF integ inh
O=C(NCCCN1CCOCC1)C(=O)NCCc1ccccc1	4.0	11.3	-23.8	0.1	-0.2	8.7	-0.2	-7.2	12.0*	-1.9
CC(Sc1nnc(-c2cccnc2)n1N)C(=O)N1CCOCC1 (stereo not drawn)	3.7	-1.0	-8.9	-0.3	0.6	4.9	-4.1	-4.7	0.9	8.1
Cc1ccc(Cl)cc1NC(=O)COC(=O)Cn1cnc2c1c(=O)n(C)c(=O)n2C	-3.5	-1.5	15.6	0.4	17.0*	3.4	-2.8	0.7	0.9	-1.2
CCc1cc2cccc(C)c2nc1SCC(=O)Nc1cc(C)on1	-0.8	2.8	4.8	-0.4	-1.1	-3.3	-4.1	-7.7	0.9	6.3
O=C(Cn1c(-c2cscn2)nc2ccccc21)Nc1cc(F)ccc1F	-2.5	5.7	9.6	-0.3	4.3	8.6	6.6	-1.4	-0.4	-2.0
CCOC(=O)CC(=O)CSc1nc(-c2cccnc2)cc(C)c1C#N	-9.0	-14.2	0.2	33.9*	-0.9	7.3	-1.0	-4.8	-95.6	2.8
CCOc1ccc(S(=O)(=O)c2cn(C)c3cc(OC)c(OC)cc3c2=O)cc1	-6.9	-21.0	-7.7	-2.2	-2.2	-12.1	9.1	0.3	-5.5	3.2
Cc1cccc(N2CCN(C(=O)CCn3c(=S)[nH]c4cc5c(cc4c3=O)OCO5)CC2C)c1 (stereo not drawn)	-3.1	-2.0	-6.5	0.7	13.0	9.6	-2.4	3.5	-0.9	-0.4
Cc1cc(C)cc(N(CCC#N)C(=O)CN2C(=O)NC3(CCCC3)C2=O)c1	-2.4	0.6	11.4	0.8	3.6	-0.2	-10.5	-4.5	0.5	0.8
c1ccc(CNc2c3c(nc4ncnn24)CCC3)cc1	-2.9	-0.3	2.6	-0.4	-1.8	-7.1	8.4	-7.9	1.4	4.2
Cc1ccc(-n2ncc3c(NCCCN4CCCC4=O)ncnc32)c(C)c1	-1.1	1.4	-3.5	1.1	2.8	-1.2	3.1	-1.8	2.8	0.0
CCC(C)NC(=O)c1[nH]c(C)c(C(=O)OC)c1C (stereo not drawn)	-1.6	-4.9	13.6	-0.4	-0.5	1.8	6.7	-0.3	-4.7	1.3
CCn1cc(C(=O)N2CCCC2)c(=O)c2cc(S(=O)(=O)N3CCOCC3)ccc21	0.2	5.6	-5.4	0.0	-7.1	-2.3	-8.1	3.7	3.3	-3.1
COc1cc2c(cc1OC)C(=O)N1[C@H]3c4cc(Cl)ccc4OC[C@@H]3[C@H](c3ccccc3)[C@]1(C)C(=O)N2	11.7*	28.9*	-1.7	-1.7	-6.3	2.8	7.1	3.9	-2.8	-0.5
CC(OC(=O)COc1ccccc1[N+](=O)[O-])C(=O)Nc1ccc(N2CCOCC2)cc1 (stereo not drawn)	-0.3	-1.1	-2.8	-0.4	-1.9	6.8	10.2	1.8	-2.6	-2.9
O=C1C=C(c2cccc(Br)c2)C[C@@H](c2ccc(Cl)cc2)C1	5.8	4.3	-5.4	0.4	-8.5	0.4	-9.1	-0.1	2.7	1.3
CCc1nc(SCc2ccc(OCC(C)C)cc2)n[nH]1	10.3*	19.9*	-13.0	0.4	-3.1	2.4	10.9	-8.4	1.8	1.7
Cc1ccc(S(=O)(=O)N2CCN(C(=O)CSC(=S)N3CCCC3)CC2)c(C)c1	-4.7	1.1	12.9	0.1	-2.0	1.0	-6.6	-6.5	0.0	5.1
COC(=O)c1cc(OC)c(OC)c(OC)c1[N+](=O)[O-]	-0.1	2.7	16.3	0.5	4.6	1.0	9.9	-0.9	-0.6	-1.5
CC(=O)c1ccc(NC(=O)/C=C/c2ccc(C)cc2)cc1	1.8	-0.1	8.4	1.0	3.9	3.4	7.8	-4.2	-15.0	5.1
CCc1[nH]nc(C(=O)N2CCCC(N3CCN(c4ccccc4C)CC3)C2)c1C (stereo not drawn)	1.3	4.1	15.3	0.1	-0.4	4.1	-3.2	4.6	3.6	4.3
CSCCC(NS(=O)(=O)c1ccc(Cl)cc1)C(=O)OCC(=O)c1c(C)[nH]c2ccccc12 (stereo not drawn)	9.7*	19.7	-1.4	-0.5	1.0	21.2	7.7	-0.5	3.4	1.8
O=C(NCCCCC(NC(=O)c1ccccc1)C(=O)O)OCc1ccccc1 (stereo not drawn)	-2.8	-0.9	2.4	0.0	-1.5	-3.0	-15.2	-5.9	-3.3	1.0
CCOC(=O)CC(=O)CSc1nc2sc(C)cc2c(=O)n1Cc1ccco1	2.1	-0.9	6.3	0.4	-0.8	13.9	2.9	-5.1	-15.1	8.1
COCCCNC(=O)[C@H](Cc1c[nH]c2ccccc12)NC(=O)OCc1ccccc1	-2.5	-0.9	-7.6	-0.6	5.0	-1.1	0.1	-2.7	3.1	-0.8
Cc1[nH]c(=O)[nH]c(=O)c1S(=O)(=O)NCC12CC3CC(CC(C3)C1)C2	-1.5	2.1	14.6	0.0	0.7	5.5	3.8	-2.3	2.6	1.6
Cc1ccc(S(=O)(=O)NN=C2CC(C)(C)OC2(C)C)cc1	-0.5	-13.2	5.5	-0.4	1.9	-3.5	-3.8	-0.9	2.7	-4.6
CC1(C)CC(=O)C=C(Nc2ccccc2C#N)C1	-10.5	-14.8	6.2	0.0	4.5	8.0	18.1	3.9	-16.8	-2.3
Cc1nn(CCC(=O)N2CCN(S(=O)(=O)c3ccccc3)CC2)c(C)c1C	-3.8	-0.2	10.0	0.4	-0.4	0.5	-10.9	2.1	1.2	-3.4
COc1ccc(CNC(=O)CCNS(=O)(=O)c2cccc3nsnc23)cc1	-0.6	-6.2	3.8	0.4	3.5	-16.8	-6.4	7.1	3.3	3.9

The closing 6 records of the part before are carried over, then new ones follow:
SMILES	ADAM17 inh	ADAM10 inh	TDP2 inh	KLK7 zymogen act	DDE Tn6 FP inh	ARFGAP1 inhibitor	ASAP1 inh	Tn7 DDE FP	PLC-gamma1 inh	LEDGF integ inh
COCCCNC(=O)[C@H](Cc1c[nH]c2ccccc12)NC(=O)OCc1ccccc1	-2.5	-0.9	-7.6	-0.6	5.0	-1.1	0.1	-2.7	3.1	-0.8
Cc1[nH]c(=O)[nH]c(=O)c1S(=O)(=O)NCC12CC3CC(CC(C3)C1)C2	-1.5	2.1	14.6	0.0	0.7	5.5	3.8	-2.3	2.6	1.6
Cc1ccc(S(=O)(=O)NN=C2CC(C)(C)OC2(C)C)cc1	-0.5	-13.2	5.5	-0.4	1.9	-3.5	-3.8	-0.9	2.7	-4.6
CC1(C)CC(=O)C=C(Nc2ccccc2C#N)C1	-10.5	-14.8	6.2	0.0	4.5	8.0	18.1	3.9	-16.8	-2.3
Cc1nn(CCC(=O)N2CCN(S(=O)(=O)c3ccccc3)CC2)c(C)c1C	-3.8	-0.2	10.0	0.4	-0.4	0.5	-10.9	2.1	1.2	-3.4
COc1ccc(CNC(=O)CCNS(=O)(=O)c2cccc3nsnc23)cc1	-0.6	-6.2	3.8	0.4	3.5	-16.8	-6.4	7.1	3.3	3.9
CNC(=O)N(O)C1N(/N=C/c2ccccc2O)C(=S)SC1(C)C (stereo not drawn)	-5.0	3.3	-0.4	0.0	-4.7	0.7	-9.8	-4.2	1.2	4.0
O=C(CNC(=O)C1COc2ccccc2O1)N/N=C/c1ccc(O)cc1O (stereo not drawn)	-8.9	-38.8	-1.8	-7.4	8.4	-1.3	-2.1	-0.8	-9.4	-6.7
O=C(CSc1ccc(-c2ccccn2)nn1)Nc1ccc(F)c(F)c1	-1.6	-12.1	-1.9	-0.3	1.1	-5.1	3.2	-9.9	0.7	-3.1
Cc1sccc1/C=N/NC(=O)c1cccc2ccccc12	2.3	7.9	4.1	-0.6	4.8	-0.9	1.3	6.5	-1.7	0.2
COc1ccc(CNCCS(=O)(=O)NC2CCCCC2)cc1	-7.5	-8.3	1.4	0.4	1.1	7.7	6.1	1.7	2.5	0.9
Cc1c(C)n(C)c2ccc(C(=O)NCCCN3CCCCC3)cc12	5.0	-9.3	-13.9	-0.8	-2.7	2.2	1.9	0.1	-16.1	5.4
COCc1[nH]nc2c1C(C1C=CCCC1)C(C#N)=C(N)O2 (stereo not drawn)	-6.0	-4.3	12.1	-0.2	-9.3	-1.5	-3.9	0.3	-2.8	-1.7
CCOC(=O)CSc1nc(C)cc(C)c1C(N)=O	-1.1	-4.8	0.1	0.7	6.3	3.0	5.6	3.7	2.0	-0.1
CC(=O)c1ccc(NC(=O)COC(=O)CC2CC3CCC2C3)cc1 (stereo not drawn)	-5.6	-7.8	4.3	-0.4	-9.7	-3.3	11.1	8.5	-0.2	-3.7
CS(=O)(=O)Nc1cccc(NC(=O)C2Cc3c(-c4ccccc4)ccnc3O2)c1 (stereo not drawn)	3.2	8.3	-1.9	0.9	0.7	2.1	5.4	-5.7	3.5	6.4
C=CCn1cc(C(=O)OC)c(=O)c2cc(S(=O)(=O)N3CCC(C)CC3)ccc21	1.3	0.6	-8.0	-1.0	-3.5	16.9	12.2	-2.4	4.8	-0.4
CCc1ccc(N2C(=O)C3ON(c4ccccc4)C(c4ccco4)C3C2=O)cc1 (stereo not drawn)	-0.9	-0.2	3.9	0.1	-3.8	19.6	1.0	-0.2	5.2	3.6
O=C(O)c1cccc(Nc2c3ccccc3nc3ccccc23)c1	-488.1	i	-5.7	5.7	-0.5	-9.3	6.9	-4.6	-206.8	-4.2
COCCOC(=O)c1c(NC(=O)CSc2cccc[n+]2[O-])sc(C(N)=O)c1C	-4.9	0.7	9.9	0.4	-1.1	-0.3	-8.8	4.5	-0.9	-0.8
CCOC(=O)Cc1nc(N2CCN(Cc3cccc4c3OCO4)CC2)c2c(C)c(C(=O)OCC)sc2n1	-0.3	-8.4	12.6	-3.1	-7.4	/	/	1.7	-5.5	1.9
CC(C)(C)OC(=O)N1O[C@H]2C=C[C@@H]1C2	-3.3	-2.2	5.2	0.3	6.4	8.8	1.4	9.6	0.3	-2.8
CC(C)N(CC#CC(O)(c1ccccc1)c1ccccc1)CCO	-1.7	-2.5	6.7	0.3	-4.1	0.8	4.5	-8.5	2.2	-1.4
CONC(=O)c1cc(OCC(F)(F)F)ccc1OCC(F)(F)F	-2.4	-7.7	8.7	-0.5	-2.6	10.2	10.9	-2.4	-0.4	-3.8
CC(=O)Nc1ccc(Nc2cc(-c3ccccc3)nc3ncnn23)cc1	-2.8	-1.0	8.5	0.6	6.2	17.4	14.9	-1.4	-8.3	4.6
